CRFBP-R2 agonist = agonists of CRF-BP/CRF-R2 complex, primary screen, cell-based, HEK293, calcium dye fluorescence, uHTS; CRF-binding protein / CRF receptor 2 complex (human); calcium dye fluorescence (FLIPR); percent of saturating CRF peptide response; activation, % at 13.2 µM; 350,000 compounds, 0.46% hits; AID 588473, 2011;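 active = activation of at least 50%, plus an integration ratio under a set limit after plate pattern correction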;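 also: plate controls were neutral control wells without compound for no effect and CRF at EC100 for full effect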
CHRM5 PAM = human M5 muscarinic receptor positive allosteric modulators, primary screen, CHO-K1 cells, Fluo-8 calcium fluorescence | CHO-K1 hM5, ACh EC20 PAM; 0% = ACh EC20, 100% = ACh EC100 | activation, % at 3 µM | 360,000 compounds, 0.3% hits;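 active = activation above the run cutoff, the mean activation of all test compounds plus 3 SD, cut at about 18% in these data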
Target sequence (P08912 whole entry, looked up): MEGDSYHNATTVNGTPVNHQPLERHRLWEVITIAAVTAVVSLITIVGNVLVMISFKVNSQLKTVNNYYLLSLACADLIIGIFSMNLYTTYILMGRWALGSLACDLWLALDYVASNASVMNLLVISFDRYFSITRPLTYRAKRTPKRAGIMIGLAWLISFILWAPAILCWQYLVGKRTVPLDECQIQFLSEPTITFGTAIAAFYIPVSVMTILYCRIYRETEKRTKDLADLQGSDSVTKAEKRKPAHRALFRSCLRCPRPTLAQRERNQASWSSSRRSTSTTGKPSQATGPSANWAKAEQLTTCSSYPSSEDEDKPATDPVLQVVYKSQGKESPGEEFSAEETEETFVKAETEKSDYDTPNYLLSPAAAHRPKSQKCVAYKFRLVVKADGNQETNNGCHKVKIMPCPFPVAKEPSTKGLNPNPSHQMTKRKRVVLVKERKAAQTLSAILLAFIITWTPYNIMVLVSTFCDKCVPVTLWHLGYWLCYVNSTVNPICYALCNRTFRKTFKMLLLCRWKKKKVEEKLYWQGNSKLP
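System: CHO-K1 hM5 cells. Reagent: acetylcholine, EC20 level. Compound dosing: single dose, 3 µM nominal final test concentration. Timing: Post-acetylcholine fluorescence recording 140 s. Detection: Fluo-8 calcium fluorescence. Read-out: % activation, ACh-normalized. Benchmarks: ACh EC20 and EC100 wells. Repeats: singlicate, one well per test compound.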
IDE cell inh = human IDE inhibitors in live cells, primary screen, fluorescence polarization, HEK cells, FAbetaB substrate; 320,000 compounds, 0.41% hits; Insulin-degrading enzyme (Homo sapiens), P14735; inhibition, % at 5.59 µM; FAbetaB cleavage;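 active = percent inhibition above the average of all tested compounds plus 3 SD, set per screening campaign, cut at about 16% in these data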;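 also: IDE supplied by intact live HEK cells; FP after avidin binding of uncleaved biotin substrate so inhibition keeps polarization high; 0% = DMSO wells and 100% = 60 µM reference IDE inhibitor Ii1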
M4 PAM = human M4 muscarinic receptor positive allosteric modulators, primary screen, CHO-K1 cells, Fluo-8 calcium fluorescence. Muscarinic acetylcholine receptor M4 (Homo sapiens), P08173. AID 624126, 2012. 360,000 compounds, 0.4% hits. activation, % at 3 µM. CHO-K1 hM4/Gqi5, ACh EC20; 0% = ACh EC20, 100% = maximal ACh;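 active = activation above its plate's cutoff, the mean activation of sample wells plus 3 SD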; also: some results filed as inactive read as strong as hits
Target sequence (P08173 whole entry, looked up): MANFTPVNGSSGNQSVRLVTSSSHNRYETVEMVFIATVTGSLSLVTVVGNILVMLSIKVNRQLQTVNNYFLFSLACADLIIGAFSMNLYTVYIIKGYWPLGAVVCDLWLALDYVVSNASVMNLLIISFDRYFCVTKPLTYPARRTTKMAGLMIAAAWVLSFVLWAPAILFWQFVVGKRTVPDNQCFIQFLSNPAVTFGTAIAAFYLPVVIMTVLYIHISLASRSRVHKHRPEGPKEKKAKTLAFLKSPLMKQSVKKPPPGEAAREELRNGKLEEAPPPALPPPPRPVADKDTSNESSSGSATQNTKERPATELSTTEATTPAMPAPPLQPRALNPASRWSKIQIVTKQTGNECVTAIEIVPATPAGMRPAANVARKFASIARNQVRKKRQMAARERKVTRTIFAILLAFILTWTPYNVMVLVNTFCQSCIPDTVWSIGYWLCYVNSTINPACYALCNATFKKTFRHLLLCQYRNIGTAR
M5 antag = human M5 muscarinic receptor antagonists, primary screen, CHO cells, Fluo-8 calcium fluorescence | CHO-hM5 cells, ACh EC80 | inhibition, % at 3 µM | 360,000 compounds, 0.59% hits | Muscarinic acetylcholine receptor M5 (Homo sapiens), P08912;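 active = inhibition above a per-plate cutoff, the mean of that plate's test compounds plus 3 SD, cut at about 27% in these data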;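 also: 0% = acetylcholine EC80 with DMSO and 100% = DMSO without agonist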
CRFR2-BP antag = antagonists of CRF-BP/CRF-R2 complex, primary screen, cell-based, HEK293, calcium dye fluorescence, uHTS; CRF-induced calcium fluorescence; inhibition, % at 11.8 µM; 350,000 compounds, 0.59% hits; AID 588475, 2011;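 active = inhibition of the ligand-induced calcium signal above about 50% at the single tested concentration, limit read from the data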
CHRM5 agonist = human M5 muscarinic receptor agonists, primary screen, CHO-K1 cells, Fluo-8 calcium fluorescence | CHO-K1 hM5 cells; 0% DMSO wells, 100% maximal acetylcholine response | AID 624037, 2012 | 360,000 compounds, 0.19% hits | Muscarinic acetylcholine receptor M5 (Homo sapiens), P08912 | activation, % at 3 µM;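 active = activation above the run's mean over test compounds plus 3 SD, cut at about 23% in these data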;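 also: signal is peak over basal fluorescence ratio across the kinetic read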
M4 antag = human M4 muscarinic receptor antagonists, primary screen, CHO cells, Fluo-8 calcium fluorescence; Muscarinic acetylcholine receptor M4 (Homo sapiens), P08173; CHO-hM4 cells, ACh EC80; inhibition, % at 3 µM; 360,000 compounds, 0.73% hits; AID 624125, 2012;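 active = inhibition above its plate's cutoff, the mean inhibition of sample wells plus 3 SD, cut at about 27% in these data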;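 also: 0% = acetylcholine EC80 with DMSO and 100% = DMSO without agonist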
M4 ag = human M4 muscarinic receptor agonists, primary screen, CHO-K1 cells, Fluo-8 calcium fluorescence | Muscarinic acetylcholine receptor M4 (Homo sapiens), P08173 | CHO-K1 hM4/Gqi5; vehicle 0%, full acetylcholine response 100% | activation, % at 3 µM | 360,000 compounds, 0.14% hits | AID 624127, 2012;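 active = activation above the run mean over all test wells plus 3 SD, cut at about 32% in these data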;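 also: peak over basal fluorescence ratio per well then scaled between controls; 0% = DMSO wells and 100% = acetylcholine at EC100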
An asterisk follows results filed as active; nt = no result given. This is a random part of the collection; 2.9% or so of the library scored in one or more.

SMILES	CRFBP-R2 agonist	CHRM5 PAM	IDE cell inh	M4 PAM	M5 antag	CRFR2-BP antag	CHRM5 agonist	M4 antag	M4 ag
CCC(C)C1Nc2ccc(C(=O)NCc3ccc4c(c3)OCO4)cc2NC1=O (stereo unspecified)	0.1	-4	-8	-4	-6	-1	-3	-1	2
CNC(=O)c1c(NC(=O)c2ccco2)sc2c1CCC2	-6.6	-7	2	7	14	8	-4	-1	1
COc1ccc(C(CNC(=O)CCNC(=O)c2ccc(Br)cc2)N2CCOCC2)cc1 (stereo unspecified)	3.8	7	-2	6	-5	-12	0	-16	1
C=CCn1c(=O)c2ccccc2n2c(SC(C)C(N)=O)nnc12 (stereo unspecified)	-0.9	-6	2	-3	2	1	-5	-5	0
CC1COC2C(O1)N(S(C)(=O)=O)CCN2S(C)(=O)=O (stereo unspecified)	-0.5	-6	3	8	1	-21	-3	-3	1
COc1nc(Nc2ccccc2)nc(OC)n1	-1.0	16	-1	5	-4	6	1	-6	1
CSc1ncc(C(=O)O)n1-c1ccc(F)cc1	-0.4	3	-2	6	9	19	-6	0	0
CCN(CC)CCN(Cc1cc2cc(C)cc(C)c2[nH]c1=O)C(=S)NCc1ccco1	11	9	8	10	-5	-99	-5	-9	1
CC(C)(C)NC(=O)C(c1ccco1)N(Cc1ccc2c(c1)OCO2)C(=O)c1snc(C(N)=O)c1N (stereo unspecified)	-1.7	-3	-1	-5	-1	-2	-1	5	9
N/C(=N\OC(=O)COc1ccccc1)c1ccccn1	-0.2	5	2	4	-1	12	-1	3	1
COc1ccccc1OCCNC(=O)C1CCN(C(C)=O)CC1	-1.2	-5	-2	-2	8	-1	-4	-8	2
O=C(c1ccc2nc(Cc3cccc(Cl)c3)oc2c1)N1CCOCC1	-0.1	0	-1	0	6	-8	-3	-2	2
Cc1cc(C)c(S(=O)(=O)N2CCOC2CNC(=O)C(=O)NCc2ccco2)c(C)c1 (stereo unspecified)	1.4	0	4	3	-5	-18	1	-11	0
COc1cc(/C=C(\C#N)c2nc3ccccc3[nH]2)cc(OC)c1O	164*	-12	92*	-4	9	-205	21	7	9
COc1ccc(C(=O)C2CCCN(S(=O)(=O)C(C)C)C2)c(C)c1 (stereo unspecified)	-1.9	3	2	-1	6	13	1	4	1
CC(NC(=O)c1cc(=O)[nH]c2ccccc12)c1ccc(F)cc1F (stereo unspecified)	-0.4	-3	-1	2	19	0	-3	-6	3
C=CCNc1ncnc2c1ncn2[C@H]1CN(Cc2ccc(F)cc2)C[C@@H](CO)O1	nt	-1	nt	7	6	nt	2	-7	2
Cc1cccc(OCc2nnc(SCC(=O)NCc3ccc4c(c3)OCO4)o2)c1	-2.0	-3	nt	0	3	7	2	-19	5
O=C(NCC1CCCO1)C1CCCN(S(=O)(=O)c2ccc(Cl)cc2)C1 (stereo unspecified)	1.3	2	1	6	8	-27	0	0	2
CCN(CC)c1cc2c(c3c1ccn3C)C1CCC2C1 (stereo unspecified)	nt	-4	nt	5	9	nt	-3	-4	0
CC(C)NC(=O)CN(CCc1ccccc1)S(C)(=O)=O	0.1	1	-6	-2	0	16	0	6	0
CC1CCCC(NC(=O)CSC2CCCCC2)C1C (stereo unspecified)	-1.3	3	5	-3	1	-27	-5	-3	1
COc1ccc(-n2cnnc2SCC(=O)Nc2ccc(N3CCOCC3)cc2)cc1	-1.1	-5	0	-2	3	-11	1	13	1
Cc1ccc(-n2nc(C)c(Sc3ccccc3[N+](=O)[O-])c2N)cc1	-0.2	-14	5	0	9	52*	-6	-13	4
C=CCn1c(=O)c2ccccc2n2c(=S)[nH]nc12	-2.4	-6	0	-7	-1	12	2	-4	14
COc1ccc([C@H]2[C@H](C(=O)C(C)(C)C)N3N=Cc4ccccc4C3C23C(=O)OC(C)(C)OC3=O)cc1 (stereo partly specified)	-0.3	-10	-2	-5	5	5	-7	0	1
O=C(CSc1nnc(-c2ccc3c(c2)OCO3)o1)Nc1ncc(C(F)(F)F)cc1Cl	0.4	5	-2	10	4	-42	4	3	1
COc1cc(CNC(C)C)c(Br)cc1OC1CCCC1	4.8	-11	-2	-3	14	-33	0	-9	2
Cc1cc(C)c2ccc(C(=O)O)nc2c1O	0.1	0	-4	8	3	1	-1	1	0
C/C(=N\NC(=O)Cc1cccn1C)c1cccs1	-2.9	-6	2	-6	9	15	-1	11	0
O=C(NCc1ccc(F)cc1)c1cc(C2CCCN(C(=O)c3ccccn3)C2)on1 (stereo unspecified)	nt	1	nt	-1	-6	nt	2	-11	1
Cc1ccc(-c2noc(CCC(=O)N3CCCC3)n2)cc1	-1.6	2	0	5	4	25	-5	4	1
COCc1cc(C2C(C(=O)c3ccco3)=C(O)C(=O)N2CCOCCO)ccc1O (stereo unspecified)	10	-4	1	0	2	13	2	4	0
CC1CC(C)(C)NC(=S)N1CCCC(=O)Nc1ccc(Br)cc1 (stereo unspecified)	-3.9	11	-2	6	-5	3	-2	-11	2
COc1ccc(OC)c(-c2nc3cc4ccccc4cc3nc2-c2ccccc2)c1	0.6	-3	-1	-4	4	-25	0	4	1
Cc1nc(-c2ccc(S(=O)(=O)N3CCN(c4ccccc4)CC3)cc2)co1	-1.0	3	0	-3	-1	9	-1	-4	1
O=C(O)CCC(=O)N1CCc2cc(S(=O)(=O)N(CCc3ccccc3)Cc3ccccc3)ccc21	5.4	0	3	12	-2	-24	3	-11	0
CCOc1ccc(C(=O)N(Cc2ccccc2)c2cccc(C)c2)cc1OC	0.2	-3	0	-4	-5	23	-5	18	-1
COC(=O)c1[nH]c2ccccc2c1NC(=O)/C=C/c1ccc2c(c1)OCO2	-2.7	-1	2	9	-7	-14	-3	-6	2
CN1CCN(CCc2nc3cc(NC(=O)COc4ccccc4)ccc3n2C)CC1	1.6	1	1	5	-2	5	-1	-12	0
CCOC(=O)[C@H]1[C@H]2COc3ccc(Cl)cc3[C@@H]2N2C(=O)CN(Cc3ccc(C)cc3)C(=O)[C@@]12C	1.8	-3	1	3	8	-1	-1	-10	10
O=C1CN(C(=O)COC(=O)c2ccccc2Br)c2ccccc2N1	-1.6	-6	8	-4	-3	-5	5	6	2
COCCCNc1ccn2nc(-c3cccc(Cl)c3)cc2n1	nt	-2	nt	-2	-2	nt	2	10	4
O=C(O)Cn1cnc2c(oc3ccccc32)c1=O	-0.1	7	2	-15	3	2	0	8	0
Cc1nc(NC(=S)NC(=O)c2ccco2)sc1C(=O)N(C)C	-0.4	-1	5	5	-2	-2	-2	-18	2
O=C(c1ccc(S(=O)(=O)NCC2CCCO2)cc1)N1CCc2ccccc21 (stereo unspecified)	0.3	-4	-2	2	6	-15	5	16	8
O=[N+]([O-])c1ccccc1S(=O)(=O)N1CCN(Cc2ccccc2)CC1	3.5	-1	2	-4	3	-5	0	-2	1
Cc1csc(N/N=C/c2ccccn2)n1	-0.1	5	3	12	-11	-3	-3	-4	2
Cc1nn(-c2ccccc2)c(Cl)c1/C=C1\SC(=S)N(C)C1=O	7.6	10	0	10	-1	-31	0	8	1
CC1=C(C(=O)N(C)C)CC(CC(=O)NC2CC2)C(=O)N1CCC1=CCCCC1 (stereo unspecified)	-0.9	-2	nt	4	6	1	0	-7	1
Cc1ccc(OCc2nnc(SCC(=O)CC(=O)Nc3ccccc3)o2)cc1	-1.0	-9	12	5	-3	26	-8	-2	2
CC(=O)Nc1ccc(-n2c(C)ccc2C)cc1	2.3	13	-1	-9	8	1	-2	10	1
COc1ccc(CN2CCCC(C(=O)Nc3cccc(-n4cccn4)c3)C2)cc1 (stereo unspecified)	-1.1	0	3	-2	-1	0	-6	3	7
CC(SC1=NCCN1S(=O)(=O)c1ccccc1)c1ccccc1 (stereo unspecified)	-1.1	-6	-1	-5	9	11	-5	1	0
Oc1ccc2ccccc2c1C1Nc2cccc3cccc(c23)N1	-2.5	1	-1	0	-3	-35	5	-5	0
O=C(NN=Cc1ccc(N2CCOCC2)cc1)c1cc2ccccc2cc1O	0.4	-5	5	5	12	6	1	3	5
CCOC(=O)CSc1nnc(Cc2cc(=O)[nH]c(=O)[nH]2)n1-c1ccc(Cl)cc1	1.7	3	1	10	-3	2	2	-6	1
C=C(C)c1cccc(C(C)(C)NC(=O)N2CCN(CC)CC2)c1	-2.5	0	-2	7	-5	-4	-12	-5	2
NC(=O)c1cc(C(=O)Cc2ccccc2)c[nH]1	-2.6	-4	-2	-5	6	18	0	-1	0
CC(C)c1cc(C(=O)OCC(=O)NC2CCS(=O)(=O)C2)c(O)c(C(C)C)c1 (stereo unspecified)	-1.7	0	nt	-2	2	4	1	-9	-1

Another view of three compounds above.
Values run as follows: CRFBP-R2 agonist, CHRM5 PAM, IDE cell inh, M4 PAM, M5 antag, CRFR2-BP antag, CHRM5 agonist, M4 antag, M4 ag
- CC(SC1=NCCN1S(=O)(=O)c1ccccc1)c1ccccc1 (stereo unspecified)
 : -1.1, -6, -1, -5, 9, 11, -5, 1, 0
- Oc1ccc2ccccc2c1C1Nc2cccc3cccc(c23)N1
 : -2.5, 1, -1, 0, -3, -35, 5, -5, 0
- O=C(NN=Cc1ccc(N2CCOCC2)cc1)c1cc2ccccc2cc1O
 : 0.4, -5, 5, 5, 12, 6, 1, 3, 5

(continued)
SMILES	CRFBP-R2 agonist	CHRM5 PAM	IDE cell inh	M4 PAM	M5 antag	CRFR2-BP antag	CHRM5 agonist	M4 antag	M4 ag
Cc1ccc2c(c1)c1c3n2CC(=C2C(=O)OC(C)(C)OC2=O)NC3CCC1 (stereo unspecified)	3.6	-3	-2	2	-5	-9	2	-10	11
CCOc1ccc(CCNC(=O)CN2C(=O)COc3ccc(S(=O)(=O)N4CCOCC4)cc32)cc1	0.5	2	0	0	-2	-17	-5	-14	2
O=C(NC1CCCCC1)C(c1cccs1)N(Cc1cccs1)C(=O)c1ccco1 (stereo unspecified)	0.4	-10	-1	-21	5	18	-4	-6	4
CCCc1cc(-c2nc(-c3ccc(Cl)cc3)cs2)ccn1	2.9	0	4	0	-12	21	-6	11	-2
Nc1scc[n+]1Cc1cccc2cccnc12	-3.0	-12	-3	-13	1	2	-16	-7	0
O=C(Cc1ccccc1)NNC(=S)NC(=O)c1cccnc1	-1.0	7	-5	-3	3	4	0	3	0
O=C(O)C1C2C=CC3(CN(CC(O)COc4ccccc4)C(=O)C13)O2 (stereo unspecified)	-1.6	-2	0	9	0	26	-3	-4	0
CCOc1ccc(/C=C2\SC(=S)N(NC(=O)c3ccncc3)C2=O)cc1OC	0.6	6	13	-4	-1	1	1	11	0
CCC(=O)Nc1cccc(C2=NOC3(C2)C[C@@H](C(N)=O)N(C(=O)CC(c2ccccc2)c2ccccc2)C3)c1 (stereo partly specified)	-1.4	-2	1	2	6	-4	1	0	2
